Screening results deposited in PubChem BioAssay by The Scripps Research Institute Molecular Screening Center.
KLK7 zymogen act = proKLK7 (human) activation, primary screen | P49862 | purified proKLK7, EDANS-DABCYL substrate fluorescence; 100% is mature enzyme control, 0% vehicle | activation, % at 7 µM | 0.9% of 370,000 active | AID 652039;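 active means activation above the mean of all tested compounds plus 3 SD, computed per campaign excluding outliers beyond control limits, cut at about 13% in these data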
ADAM17 inh = ADAM17 inhibition, QFRET primary screen | recombinant ADAM17, EDANS/DABCYL FRET peptide cleavage | AID 720648 | P78536 | inhibition, % at 6.95 µM | 0.83% of 370,000 active;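 active means inhibition above the mean of compounds lying between control limits plus 3 SD, set per campaign, cut at about 8.5% in these data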;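 further: 0% = DMSO-only wells as the low control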
ARFGAP1 inhibitor = rat ARFGAP1 inhibition; inhibition, % at 16.5 µM; 0.26% of 360,000 active; Q62848; Arfgap1-stimulated ARF1 GTP hydrolysis, GDP FP detection;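 active means inhibition above a per-plate limit, mean inhibition of low control wells plus 3 SD, cut at about 25% in these data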;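 further: 0% = DMSO wells with enzyme and 100% = wells lacking Arfgap1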
Target sequence (Q62848 1-136 limits assumed): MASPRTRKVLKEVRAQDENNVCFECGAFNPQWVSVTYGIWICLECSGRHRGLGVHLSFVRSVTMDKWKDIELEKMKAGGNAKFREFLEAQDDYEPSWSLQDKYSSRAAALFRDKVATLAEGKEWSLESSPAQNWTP
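Material: rat Arfgap1 GAP domain (His6, aa 1-136), purified enzyme. Also added: human ARF1(Δ1-17)-GTP substrate. Compound dosing: 16.5 µM single point, 1.26% DMSO. Timing: enzyme reaction 120 min at 25 °C after 20 min preincubation. Signal: GDP detection by fluorescence polarization. Read-out basis: percent inhibition of GAP-stimulated GDP formation, scaled between DMSO and no-Arfgap1 medians.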
TDP2 inh = blocks human TDP2 phosphodiesterase activity. O95551. recombinant TDP2, T5PNP hydrolysis, p-nitrophenol absorbance 415 nm. inhibition, % at 12.8 µM. 0.34% of 370,000 active. AID 720702;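 active means inhibition above the mean of all tested compounds plus 3 SD, set per campaign, cut at about 25% in these data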;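 further: 0% = DMSO with enzyme and 100% = buffer with substrate but no TDP2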
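Read-out basis: percent inhibition. System: recombinant human TDP2. Buffer or medium: Mg2+-containing Tris-HCl buffer, pH 7.5. Repeats: single replicate. Timing: reaction 2 h, 37 °C. Benchmarks: high control without enzyme, low control DMSO plus TDP2. Probe or stimulus: 5 mM T5PNP. Doses: 12.8 µM only. Measured by: epi absorbance of p-nitrophenol freed from T5PNP by hydrolysis.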
ASAP1 GAP inh = inhibitors of human ASAP1 ArfGAP activity. ASAP1-stimulated ARF1 GTP hydrolysis, GDP FP detection. inhibition, % at 16.5 µM. 0.19% of 360,000 active. AID 624377; in the data active means inhibition above about 25%;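 further: 0% = vehicle with enzyme and substrate and 100% = no enzyme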
Target sequence (Q9ULH1 325-724 limits assumed): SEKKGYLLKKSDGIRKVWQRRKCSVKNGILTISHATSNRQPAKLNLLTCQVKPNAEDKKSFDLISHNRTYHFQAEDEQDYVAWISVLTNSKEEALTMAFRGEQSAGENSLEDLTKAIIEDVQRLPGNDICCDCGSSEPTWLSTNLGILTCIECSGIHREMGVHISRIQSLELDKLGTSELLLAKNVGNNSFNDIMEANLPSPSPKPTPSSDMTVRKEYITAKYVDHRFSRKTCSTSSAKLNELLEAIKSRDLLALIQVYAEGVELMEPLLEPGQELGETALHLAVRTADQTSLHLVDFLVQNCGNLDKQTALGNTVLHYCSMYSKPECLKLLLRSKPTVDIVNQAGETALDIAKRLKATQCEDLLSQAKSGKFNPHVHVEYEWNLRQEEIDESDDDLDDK
LEDGF integ inh = blocks HIV-1 LEDGF/p75-dependent DNA integration; TR-FRET IN-LEDGF/p75 DNA integration, Eu/Cy5; 0.64% of 370,000 active; AID 743269; inhibition, % at 3.7 µM;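 active means inhibition above the screen-wide mean plus 3 SD, cut at about 13% in these data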;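 further: signal is the Cy5 over europium emission ratio at 671 and 618 nm; 0% = plate median of compound wells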
Tn7 DDE FP = disrupts Tn7 cyclic peptide binding to fibrin D-Dimer-E complex. P02675. FP displacement of FITC-Tn7 peptide from fibrin DD(E); 0% = median of compound wells per plate. inhibition, % at 8.3 µM. 0.13% of 370,000 active. AID 720508;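 active means inhibition above the mean of compounds falling within the control limits plus 3 SD of them, cut at about 14% in these data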;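 further: 0% = plate median of compound wells and 100% = 10 µM Aha-Tn7 peptide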
Target sequence (P02675 whole entry, looked up): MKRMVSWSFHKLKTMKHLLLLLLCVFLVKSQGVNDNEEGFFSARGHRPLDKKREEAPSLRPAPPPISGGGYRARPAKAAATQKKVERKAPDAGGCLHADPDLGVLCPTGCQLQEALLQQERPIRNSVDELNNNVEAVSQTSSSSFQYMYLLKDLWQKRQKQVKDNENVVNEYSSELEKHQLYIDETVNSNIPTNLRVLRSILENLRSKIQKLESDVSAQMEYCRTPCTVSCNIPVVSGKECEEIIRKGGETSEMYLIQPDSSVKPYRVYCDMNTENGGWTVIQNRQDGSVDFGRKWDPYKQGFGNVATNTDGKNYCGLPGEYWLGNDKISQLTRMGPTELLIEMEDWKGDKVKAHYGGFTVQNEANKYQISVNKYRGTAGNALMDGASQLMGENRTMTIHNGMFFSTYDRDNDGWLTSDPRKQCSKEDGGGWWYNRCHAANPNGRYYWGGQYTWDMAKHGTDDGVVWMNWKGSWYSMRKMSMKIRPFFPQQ
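Assay system: Human clot-derived fibrin DD(E) complex | Buffer or medium: Tris/NaCl/CaCl2 buffer, pH 7.8 | Repeats: One replicate per compound | Benchmarks: Aha-Tn7 high control | Measure: % inhibition scaled between sample-field median and high-control FP | Schedule: 10 min plus 3 h, room temperature | Signal: Fluorescence polarization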
PLC-gamma1 inh = PLC-gamma1 (human) inhibition, primary screen; P19174; purified PLC-gamma1, fluorogenic substrate, fluorescence; inhibition, % at 12.2 µM; 0.84% of 370,000 active; in the data active means inhibition above about 9.5%
DDE Tn6 FP inh = DD(E)-Tn6 binding inhibition, primary FP screen. Fibrin DD(E) TRITC-Tn6 fluorescence polarization displacement. inhibition, % at 8.3 µM. 0.21% of 370,000 active. AID 720509;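 active means inhibition above a per-campaign cutoff: mean of compounds within control limits plus 3 SD, cut at about 15% in these data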;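 further: 0% = median of all compound wells on the plate and 100% = blocking peptide control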
ADAM10 inh = inhibits human ADAM10; inhibition, % at 7 µM; recombinant ADAM10, EDANS/DABCYL FRET peptide cleavage, 3 h; O14672; 0.62% of 370,000 active; AID 720582;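 active means inhibition above a per-campaign cutoff equal to the mean of compounds falling between control-based bounds plus 3 SD, cut at about 20% in these data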;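 further: 0% = DMSO wells while the 100% control is not disclosed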
* hit, by the source's call; · = no result given.

TDP2 inh | ASAP1 GAP inh | LEDGF integ inh | Tn7 DDE FP | ADAM17 inh | ADAM10 inh | KLK7 zymogen act | DDE Tn6 FP inh | PLC-gamma1 inh | ARFGAP1 inhibitor | structure
7 | 4 | 0 | 1 | -2 | 16 | -0.1 | -2 | 6 | 0 | Cc1cc(C)c(S(=O)(=O)N/N=C/c2ccc3c(c2)OCO3)c(C)c1
10 | -9 | -2 | 2 | -4 | -3 | 0.0 | -6 | -4 | -9 | CN(C(=O)Cc1c(C(=O)O)n(C)c2ccccc12)c1cccc(C(F)(F)F)c1
-11 | 14 | 2 | -13 | -1 | -3 | -0.3 | -5 | 1 | 1 | O=[N+]([O-])c1ccc(S(=O)(=O)Nc2cccc(-c3ccc(N4CCOCC4)nn3)c2)cc1
4 | -8 | 1 | 3 | -4 | -4 | 0.3 | 4 | -3 | 5 | CCN(CC)c1ccc(/C=N\N2CCN(Cc3ccc(C)cc3)CC2)cc1
-1 | 7 | 1 | -4 | 1 | 11 | 0.4 | 6 | 1 | 9 | Cn1c(N)c(C(=O)COC(=O)C2(c3cccc(F)c3)CCCC2)c(=O)n(C)c1=O
-11 | 4 | -1 | -8 | 1 | -14 | 0.2 | -4 | 0 | 10 | CCCC(=O)Nc1nc2c(s1)COc1ccccc1-2
-9 | -2 | -5 | -1 | -7 | -15 | -8.9 | -4 | -124 | -3 | CCOC(=O)C1CCCN(C(=O)CNC(=O)c2nn(-c3ccc(OC)c(Cl)c3)c(=O)c3ccccc23)C1 (stereo not drawn)
-12 | 2 | 2 | 1 | 2 | 7 | -0.4 | -5 | -9 | -9 | O=C(O)c1ccccc1C(=O)Nc1nc(-c2ccc3ccccc3c2)cs1
-12 | 4 | -2 | -12 | 0 | -2 | 0.3 | -2 | -1 | -1 | O=C(O)Cn1c(SC2CCCCC2)nc2ccccc21
-7 | -9 | 5 | -5 | 6 | -2 | 0.3 | -6 | 3 | -3 | CC(C)NC(=O)Nc1ccc2c(c1)C(=O)N([C@H](C)CO)C[C@H](C)[C@@H](CN(C)S(=O)(=O)c1cn(C)cn1)O2
10 | 4 | 0 | 5 | -4 | -6 | 0.2 | -4 | -22 | -13 | O=C(O)CSc1cc(C(=O)c2ccccc2O)cn2c(=O)c3c4c(sc3nc12)CCCC4
10 | -3 | -2 | 9 | -5 | 1 | 0.1 | 5 | 0 | 3 | Cc1nc2ccccc2c(=O)n1NC(=O)C1CC1C (stereo not drawn)
-5 | 11 | -3 | -1 | -3 | -19 | -0.6 | -2 | -4 | 11 | CC1Cc2ccccc2N1C(=O)CSc1ncccn1 (stereo not drawn)
0 | -17 | -1 | 11 | -10 | -15 | -0.2 | 1 | -7 | -4 | COc1cc(CC(=O)OCC(=O)Nc2ccccc2C#N)cc(OC)c1OC
-3 | 1 | 3 | -1 | 0 | 9 | -0.1 | -2 | 3 | 17 | Cc1ccc(S(=O)(=O)Nc2c(C)n(C)n(-c3ccccc3)c2=O)cc1C(=O)OCC(=O)N1CCCC(C)C1 (stereo not drawn)
-8 | 13 | -4 | 7 | -1 | -12 | 0.3 | -4 | 1 | -1 | Clc1ccc(NCc2cccnc2)c(Cl)c1
2 | · | -4 | -1 | -108 | -360 | -0.1 | -10 | -32 | · | O=c1c2cc3cc4c(cc3nc2ncn1Cc1cccnc1)OCO4
-2 | -8 | -1 | 1 | -2 | 5 | -0.1 | 1 | -11 | -7 | CN(C)CCN1C(=O)C(O)=C(C(=O)c2cc3ccccc3o2)C1c1cccc(Br)c1 (stereo not drawn)
7 | -12 | -3 | 4 | 2 | 8 | -0.8 | -7 | -3 | -14 | O=C(O)CN1C(=O)/C(=C\c2cc(Br)ccc2OCc2ccccc2F)SC1=S
7 | 10 | -1 | 4 | -1 | -4 | 0.2 | -1 | 0 | -1 | CCc1ccccc1NC(=O)c1cc2sccc2n1C

Overlap with the part before: two entries, followed by the next part.
TDP2 inh | ASAP1 GAP inh | LEDGF integ inh | Tn7 DDE FP | ADAM17 inh | ADAM10 inh | KLK7 zymogen act | DDE Tn6 FP inh | PLC-gamma1 inh | ARFGAP1 inhibitor | structure
7 | -12 | -3 | 4 | 2 | 8 | -0.8 | -7 | -3 | -14 | O=C(O)CN1C(=O)/C(=C\c2cc(Br)ccc2OCc2ccccc2F)SC1=S
7 | 10 | -1 | 4 | -1 | -4 | 0.2 | -1 | 0 | -1 | CCc1ccccc1NC(=O)c1cc2sccc2n1C
8 | 3 | 0 | 14 | -2 | 2 | -0.5 | 1 | 3 | 8 | CCOC(=O)N1CCN(C(=O)CCn2nc(-c3ccccc3)ccc2=O)CC1
10 | -9 | -2 | 3 | -3 | 0 | 0.3 | -5 | -1 | -6 | CCOc1ccc(NC(=O)CNC(=O)Cc2ccccc2)cc1
-7 | -9 | 1 | 3 | -6 | -7 | -0.1 | 1 | -4 | 6 | O=C(NCCCN1CCOCC1)C1(c2ccccc2)CCOCC1
-9 | -16 | 4 | 1 | -1 | -24 | 0.2 | 3 | -1 | 5 | CC(=O)NCCNc1nc(NCc2ccccc2)nc2ccsc12
-10 | -12 | 0 | 4 | 1 | -1 | 0.6 | 11 | -1 | -8 | Cc1ccc(S(=O)(=O)N2CCCC2)cc1C(=O)NCCOc1ccccc1
-11 | -11 | 2 | 1 | 2 | -4 | -0.6 | 0 | 0 | 9 | O=C(NCCc1ccccn1)C1CCN(S(=O)(=O)c2ccc3ccccc3c2)CC1
-1 | 8 | 0 | 4 | 0 | 0 | -1.7 | 2 | 1 | -7 | O=C(Cn1cnc([N+](=O)[O-])n1)N/N=C/c1ccc2ccccc2c1
-5 | 6 | 0 | 2 | -4 | -7 | 0.0 | -7 | 0 | 15 | CCCCOCCCNC(=O)c1ccc2c(c1)OCO2
2 | 8 | 6 | 0 | -2 | -4 | -0.2 | 3 | -1 | -9 | CC(C)c1ccc(CCNC(=O)CCNS(=O)(=O)c2ccc(Br)cc2)cc1
10 | 5 | -1 | 8 | 1 | 6 | -0.9 | 1 | 0 | 7 | O=C(CSc1ccccn1)Nc1nc2ccccc2s1
-10 | -5 | 2 | -5 | 1 | -7 | 0.7 | -4 | 1 | 4 | CCOC(=O)c1ccc(CNC(=O)C2CCC(=O)N(CCc3ccccc3)C2)o1 (stereo not drawn)
-8 | -7 | 4 | -5 | 0 | 9 | -0.5 | -4 | -2 | 5 | CN(C)S(=O)(=O)c1cccc(NC(=O)COC(=O)CCOc2ccccc2)c1
1 | -10 | 2 | 2 | -4 | -6 | -0.7 | -12 | 0 | -4 | COc1ccc(C(=O)NC2CCN(C(=O)NCc3ccccc3)CC2)cc1
-4 | -5 | -1 | 5 | -11 | -37 | 0.6 | -7 | -96 | -7 | N#Cc1cc(N)c(Nc2ccccc2)cc1C#N
4 | -2 | -3 | -3 | -3 | -1 | -0.6 | -12 | -3 | 4 | O=C(CSc1nc2cc3c(cc2c(=O)n1CCC1=CCCCC1)OCO3)NCc1ccco1
6 | 5 | -1 | -4 | 3 | 2 | 0.2 | -4 | 0 | 5 | COc1ccccc1N(CC(=O)NCCC1=CCCCC1)S(=O)(=O)c1ccccc1
-5 | 8 | -7 | 4 | -6 | -5 | 0.6 | -3 | -1 | -16 | CNC(=O)CS(=O)CC(=O)Nc1cc(OC(C)C)c(Cl)cc1Cl (stereo not drawn)
-6 | -18 | 0 | 1 | -2 | -7 | 0.5 | 2 | -4 | -7 | CCOc1ccc(C(=O)NCC(=O)Nc2ccncc2)cc1OCC
4 | -3 | 4 | 1 | -3 | -2 | 0.2 | -2 | 0 | 3 | CCCn1c(=O)c2c(nc3n2CCS3)n(C)c1=O
-6 | · | 0 | 1 | -2 | -9 | -0.3 | -1 | 3 | · | CSCCCNC(=O)c1cn(C(C)c2ccccc2)nn1 (stereo not drawn)
7 | 4 | 5 | 1 | -3 | -2 | 0.7 | 4 | -9 | 9 | O=C(NCc1ccco1)/C(=C\c1ccco1)NC(=O)c1ccco1
-5 | -2 | -4 | 7 | -2 | 4 | 0.3 | -4 | -1 | -2 | COC(=O)Nc1snnc1C
1 | 1 | -1 | -4 | -3 | -2 | -0.5 | 9 | 0 | 6 | O=C(OCc1nnc(-c2ccccc2)o1)C1CC(=O)N(c2ccccc2)C1 (stereo not drawn)
1 | 3 | 3 | -2 | 0 | -9 | -0.1 | 2 | -17 | 5 | Cn1c(CCC(=O)Nc2ccc(S(C)(=O)=O)cc2)nc2cc(S(=O)(=O)N3CCOCC3)ccc21
5 | -14 | 2 | 8 | -4 | 0 | 0.7 | 5 | -1 | -10 | Nc1nnc(CCOc2ccc(Cl)cc2)s1
-7 | -8 | 3 | -6 | 2 | -4 | 0.5 | 3 | 5 | 11 | COc1ccc(N2CCN(C(=O)CCc3nnc4ccc(N5CCOCC5)nn34)CC2)cc1
-6 | 13 | 4 | -8 | -22 | -93 | -42 | 3 | -96 | 21 | O=C(COC(=O)c1cc(=O)[nH]c2ccccc12)Nc1ccc(F)cc1F
0 | -14 | -4 | 3 | 2 | 8 | -0.6 | -4 | 1 | 8 | CC1CCCC(NC(=S)NC(=O)c2ccccc2Br)C1C (stereo not drawn)
8 | -2 | 3 | -3 | 2 | 4 | 0.4 | -6 | -1 | -9 | CCc1nc2ccc(C(=O)N(CC)CC(=O)Nc3c(F)cccc3F)cc2nc1CC
8 | -3 | 2 | 4 | 1 | -5 | -0.6 | 2 | 3 | -3 | Cc1cc(Br)ccc1OCC(=O)NNC(=O)CCc1ccccc1
4 | -7 | 3 | -1 | -2 | -1 | 0.6 | 4 | -49 | -2 | O=C(N/N=C/c1ccc(OCc2ccccc2)cc1)c1ccncc1
7 | -8 | -1 | 4 | -4 | -7 | 0.2 | -5 | 2 | 9 | COc1ccc(CN2CC(=O)N(c3ccc(C)cc3)C2=S)cc1OC
-3 | -12 | -1 | 4 | -2 | -22 | 0.3 | 1 | 2 | 6 | N#Cc1cc(-c2ccccc2)nn1-c1ccccc1
6 | 1 | 3 | 2 | 0 | 0 | 0.5 | 7 | 3 | 1 | O=C(CCNC(=O)C1CCN(S(=O)(=O)c2ccc(F)cc2)CC1)NCc1ccccc1Cl
-3 | 10 | 0 | 10 | -3 | 1 | 0.3 | 0 | 0 | -4 | CCC(C)NC(=O)Cn1cnc([N+](=O)[O-])c1 (stereo not drawn)
